High-throughput results deposited in PubChem by Broad Institute.
KDM4C inh – KDM4C (human) demethylase inhibition; Q9H3R0; GST-KDM4C 2-372, H3K9me3 peptide, LANCE TR-FRET; inhibition, % at 12.5 µM; hit rate 0.15% among 96,000; AID 720574;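 active = mean replicate inhibition above about 25%, with at least 55% of replicates also reaching it, limit read from the data, passing the limit was not always enough; inconclusive = only one of those two conditions met; inactive = neither condition met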
Target sequence (Q9H3R0 2-372 limits assumed): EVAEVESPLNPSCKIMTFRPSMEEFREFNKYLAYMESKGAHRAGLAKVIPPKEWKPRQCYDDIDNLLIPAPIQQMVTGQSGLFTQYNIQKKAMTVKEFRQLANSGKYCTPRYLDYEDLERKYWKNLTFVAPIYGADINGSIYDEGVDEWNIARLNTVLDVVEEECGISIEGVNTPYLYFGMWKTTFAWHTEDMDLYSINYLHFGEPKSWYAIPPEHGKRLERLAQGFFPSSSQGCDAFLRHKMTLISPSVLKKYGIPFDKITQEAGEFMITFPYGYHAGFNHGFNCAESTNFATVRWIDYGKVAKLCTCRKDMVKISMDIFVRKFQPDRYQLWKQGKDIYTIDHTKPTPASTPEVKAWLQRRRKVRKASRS
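Material: GST-tagged GASC-1 (JMJD2C) catalytic fragment, aa 2-372 / Quantity: enzyme final amount 10 nM / Medium: HEPES buffer, pH 7.5, plus ascorbate / Doses: one test concentration per compound / Incubation: 30 min reaction, 60 min detection, RT / Measured by: LANCE TR-FRET / Read-out: inhibition from TR-FRET ratio decrease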
Pf Dd2 inh – P. falciparum Dd2 growth inhibition. hit rate 2.3% among 94,000. activity change, % at 10 µM. SYBR Green, 72 h; hits give low values; in the data active = activity change below about -80%; inconclusive = no clear call, values can overlap the other calls
C diff growth – blocks growth of Clostridium difficile; growth activity, negative = inhibition, % at 16 µg/mL (by protocol); hit rate 0.25% among 86,000; Clostridium difficile clinical isolate growth, OD600, 24 h; hits give low values;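 active = mean growth activity at or below -80% and every replicate also at or below -80%; inconclusive = mean at or below -80% but some replicate above -80%; inactive = mean growth activity above -80%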;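 note: 0% = DMSO wells and -100% = levofloxacin 16 µg/mL wells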
T cruzi growth – inhibitors of T. cruzi proliferation; hit rate 5.9% among 77,000; inhibition, % at 8.34 µM; T. cruzi beta-gal in NIH3T3, GalScreen luminescence, 90 h;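 active = mean inhibition above about 93%, with at least 55% of replicates each passing it, limit read from the data, passing the limit was not always enough; inconclusive = only one of those two conditions holds; inactive = neither condition holds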
Starred values were filed as active, the others as inactive; ? = inconclusive; · = no result given; & = joins results of further samples. Hits appear at their usual frequency; overall some 7% were active at least once.

Abbreviations – A = KDM4C inh; B = Pf Dd2 inh; C = C diff growth; D = T cruzi growth
> CCC(=O)N1C[C@H](O)COC[C@H]2O[C@@H](CC(=O)NCC3CCCCC3)CC[C@@H]21
  A = 4.8; B = -14.7; C = 2.1&-11.9; D = 71.5
> C[C@H](CO)N1C[C@H](C)[C@H](CN(C)C(=O)Nc2ccc(C(F)(F)F)cc2)OCCCC[C@H](C)Oc2ccc(NC(=O)C3CCCCC3)cc2C1=O
  A = 1.5; B = 12.8; C = 3.1; D = 99.4*
> CCC(=O)N1CC2(C1)[C@@H](c1ccccc1)[C@@H](CO)N2CC1CCCC1
  A = -2.0; B = -41.0; C = 1.2; D = ·
> O=C(C[C@H]1CC[C@H]2[C@@H](COC[C@@H](O)CN2CC2CCOCC2)O1)NCc1ccc(Cl)cc1
  A = 1.9; B = -4.7; C = 0.0&-0.2; D = -98.0
> C[C@@H]1CCCCO[C@H](CN(C)Cc2ccc3c(c2)OCO3)[C@@H](C)CN([C@H](C)CO)C(=O)c2cc(NC(=O)Nc3cccc4ccccc34)ccc2O1
  A = -2.9; B = 16.2; C = ·; D = 90.8
> Cc1ccccc1-c1ccc2c(c1)O[C@@H](CN(C)C(=O)Nc1ccc(C(F)(F)F)cc1)[C@@H](C)CN([C@@H](C)CO)S2(=O)=O
  A = 0.9; B = -75.4; C = 19.5; D = 91.8
> O=C(C[C@H]1CC[C@H]2[C@@H](COC[C@H](O)CN2S(=O)(=O)c2ccc(Cl)cc2)O1)N[C@@H]1CCN(Cc2ccccc2)C1
  A = -1.2; B = -33.3; C = ·; D = 91.2
> CO[C@H]1CN(C)C(=O)c2cc(NC(=O)C3CCCC3)ccc2OC[C@@H](C)N(CCC(F)(F)F)C[C@H]1C
  A = 0.6; B = ·; C = ·; D = -2.1
> COc1ccc(S(=O)(=O)N(C)C[C@@H]2Oc3ccc(NC(=O)NC(C)C)cc3CC(=O)N([C@H](C)CO)C[C@@H]2C)cc1
  A = -1.4; B = -15.7; C = -1.2; D = 23.0
> O=S(=O)(N[C@H]1CC[C@H](CCn2cc(-c3ccccn3)nn2)O[C@@H]1CO)c1cccc(Cl)c1
  A = -1.3; B = -13.2; C = ·; D = 17.5
> COCC(=O)N1[C@H](CO)[C@H](c2ccccc2)C12CN(C(=O)Cc1ccccn1)C2
  A = -0.1; B = 10.5; C = -1.6; D = ·
> C[C@H](CO)N1C[C@H](C)[C@@H](CN(C)Cc2ccccc2)Oc2cc(C#CC(C)(C)O)ccc2S1(=O)=O
  A = ·; B = -12.0; C = -4.8; D = 88.9
> C[C@H]1CN([C@@H](C)CO)C(=O)c2cc(C#Cc3ccccn3)cnc2O[C@H]1CN(C)C(=O)c1cnccn1
  A = 1.7; B = 16.4; C = -1.6; D = 23.6
> CCC(=O)N(C)C[C@@H]1Oc2cc(C#CC3(O)CCCC3)ccc2S(=O)(=O)N([C@H](C)CO)C[C@H]1C
  A = 0.2; B = -26.1; C = -2.0; D = 66.6
> O=C(NCC[C@H]1CC[C@@H](NC(=O)c2cccnc2)[C@H](CO)O1)Nc1ccc(F)cc1
  A = 0.8; B = -11.9; C = 0.6; D = 0.3
> O=C(C[C@@H]1CC[C@@H]2[C@H](COC[C@H](O)CN2S(=O)(=O)c2ccccc2)O1)NCCN1CCCC1
  A = -2.3; B = 33.7; C = -4.7; D = ·
> CC(C)NC(=O)NCC[C@@H]1CC[C@H](NS(=O)(=O)c2ccc(-c3ccccc3)cc2)[C@H](CO)O1
  A = -0.2; B = -17.4; C = -4.1; D = -30.4
> COCC(=O)Nc1ccc2c(c1)C(=O)N(C)[C@@H]1CC[C@H](CC(=O)N3CCc4ccccc4C3)O[C@@H]1CO2
  A = 2.7; B = -10.7; C = -0.6; D = -47.3
> CCCN1[C@@H]2Cn3c(ccc(-c4ccncc4)c3=O)[C@H]1[C@@H](C(=O)NCC1CC1)[C@@H]2CO
  A = -0.3; B = -21.7; C = 10.6; D = 55.7
> CN(C)c1ccc2c(c1)[C@@H]1C[C@H](CC(=O)N3CCc4ccccc4C3)O[C@@H](CO)[C@@H]1O2
  A = 8.7; B = ?; C = -5.5; D = 101.4*
> COc1ccc(NC(=O)N(C)C[C@@H]2Oc3c(NC(=O)Nc4cccc5ccccc45)cccc3C(=O)N([C@@H](C)CO)C[C@H]2C)cc1
  A = 1.0; B = -34.8; C = -0.4; D = 71.1
> Cc1ccc(S(=O)(=O)Nc2cccc3c2O[C@@H](CN(C)C(=O)Nc2ccccc2)[C@H](C)CN([C@H](C)CO)C3=O)cc1
  A = -0.3; B = -7.8; C = 1.7; D = 2.8
> COc1ccc(NC(=O)N(C)C[C@@H]2Oc3ccc(NC(=O)Nc4cccc5ccccc45)cc3CC(=O)N([C@H](C)CO)C[C@@H]2C)cc1
  A = -2.4; B = -23.9; C = 14.8; D = 37.6
> COc1cccc(C#Cc2ccc3c(c2)O[C@H](CN(C)C)[C@H](C)CN([C@H](C)CO)S3(=O)=O)c1
  A = -0.6; B = -71.5; C = 3.8; D = -42.6
> C[C@H](CO)N1C[C@H](C)[C@H](CN(C)Cc2ccc(C(=O)Nc3ccccc3N)cc2)Oc2ccc(N(C)C)cc2CC1=O
  A = 0.0; B = -76.9; C = -6.1; D = 71.9
> C[C@@H]1CN([C@@H](C)CO)C(=O)c2cccc(NS(=O)(=O)c3ccc(F)cc3)c2O[C@H]1CN(C)C(=O)Nc1ccc(C(F)(F)F)cc1
  A = -1.9; B = 23.1; C = -3.9; D = 16.9
> COc1ccc(CN(C)C[C@@H]2Oc3ccc(NS(=O)(=O)c4ccc(OC)cc4)cc3CC(=O)N([C@H](C)CO)C[C@H]2C)cc1
  A = -0.5; B = -7.9; C = -3.6; D = 104.5*
> COc1ccc2c3c(n(C)c2c1)[C@H](CO)N(C(=O)NC1CCCCC1)CC31CCN(C)CC1
  A = 0.5; B = -40.2; C = -1.3; D = ·
> CCCNC(=O)N1CC2(C1)CN(Cc1ccc(F)cc1)[C@@H](CO)c1[nH]c3cc(OC)ccc3c12
  A = 0.1; B = -66.8; C = -0.4; D = ·
> C[C@@H]1CN([C@H](C)CO)C(=O)CCCn2nncc2CO[C@H]1CN(C)C(=O)Nc1ccccc1F
  A = 0.3; B = -2.3; C = -0.4; D = -0.4
> O=C(CN1CCOCC1)N1CCCCN2[C@H](CO)[C@H](c3ccc(-c4ccccc4F)cc3)[C@@H]2C1
  A = -0.3; B = 21.8; C = -3.7; D = 84.7
> CCCC(=O)Nc1ccc2c(c1)OC[C@@H](C)N(C(=O)CN(C)C)C[C@@H](C)[C@H](OC)CN(C)C2=O
  A = 5.2; B = 2.4; C = ·; D = ?
> O=C([C@@H]1[C@@H](CO)[C@@H]2Cn3c(ccc(-c4cccnc4)c3=O)[C@H]1N2Cc1cccnc1)N1CCOCC1
  A = 0.2; B = 7.5; C = -0.5; D = 19.3
> CO[C@@H]1CN(C)C(=O)c2ccc(NS(=O)(=O)c3ccc(Cl)cc3)cc2OC[C@H](C)N(C(=O)NC(C)C)C[C@@H]1C
  A = -0.8; B = -1.7; C = -2.7; D = -11.2
> C[C@H](CO)N1C[C@H](C)[C@H](CN(C)Cc2ccc3c(c2)OCO3)OCc2cn(nn2)CCCC1=O
  A = 0.2; B = -6.7; C = 0.3; D = 36.0
> COc1ccc(CNC(=O)C[C@H]2C[C@H]3c4cc(NC(=O)CN(C)C)ccc4O[C@H]3[C@H](CO)O2)cc1
  A = 1.4; B = -5.3; C = 1.5; D = 5.9
> CO[C@H]1CN(C)C(=O)c2ccc(NS(=O)(=O)c3ccc(C)cc3)cc2OC[C@H](C)NC[C@H]1C
  A = -0.7; B = 18.0; C = -1.6; D = 52.7
> C[C@@H](O)C#Cc1cnc2c(c1)C(=O)N([C@@H](C)CO)C[C@H](C)[C@H](CN(C)Cc1ccc(-c3ccccc3)cc1)O2
  A = 0.1; B = -1.2; C = ·; D = ·
> O=C(NCC[C@@H]1CC[C@H](NC(=O)C2CCCC2)[C@@H](CO)O1)Nc1ccc(Cl)cc1
  A = -1.4; B = -10.7; C = 1.4; D = ·
> COc1ccc(NC(=O)N(C)C[C@H]2Oc3ccc(NC(=O)Nc4ccccc4)cc3CC(=O)N([C@@H](C)CO)C[C@@H]2C)cc1
  A = -1.0; B = -6.8; C = 0.8; D = -26.9
> C[C@H](CO)N1C[C@H](C)[C@H](CN(C)C(=O)NC2CCCCC2)Oc2ccc(NC(=O)CCN3CCOCC3)cc2C1=O
  A = 6.5; B = 5.7; C = -6.6&-7.8; D = ·
> C[C@@H]1CN([C@H](C)CO)C(=O)c2cc(NC(=O)Cc3ccccc3)ccc2O[C@@H](C)CCCCO[C@@H]1CN(C)C(=O)C1CCCCC1
  A = -0.9; B = -70.3; C = 7.3; D = 17.3
> C[C@@H]1CN([C@H](C)CO)C(=O)c2cccc(NS(=O)(=O)c3ccc(Cl)cc3)c2O[C@@H]1CN(C)S(=O)(=O)c1cn(C)cn1
  A = 2.7; B = 11.3; C = -6.5; D = -24.6
> C[C@@H]1CCCCO[C@H](CN(C)Cc2ccc(Cl)c(Cl)c2)[C@@H](C)CN([C@@H](C)CO)C(=O)c2cc(NS(=O)(=O)c3ccc(Cl)cc3)ccc2O1
  A = 0.0; B = -59.3; C = 38.0; D = ·
> C[C@H]1CN([C@@H](C)CO)C(=O)Cc2cc(NS(=O)(=O)c3cccs3)ccc2O[C@@H]1CN(C)S(=O)(=O)c1ccc(Cl)cc1
  A = 1.9; B = -18.4; C = 1.2; D = 4.7
> C[C@@H]1CN([C@@H](C)CO)S(=O)(=O)c2ccc(C3=CCCCC3)cc2O[C@@H]1CN(C)C(=O)c1ccc(F)cc1
  A = -1.1; B = -0.1; C = -3.9; D = 113.9*
> COC(=O)C[C@H]1CC[C@@H]2[C@@H](COc3ccc(NC(=O)c4ccccc4OC)cc3C(=O)N2C)O1
  A = -0.1; B = -37.2; C = -1.4; D = 56.6
> O=C(C[C@@H]1C[C@H]2c3cc(NS(=O)(=O)c4ccccc4)ccc3O[C@H]2[C@H](CO)O1)NC1CCCC1
  A = -1.1; B = -12.6; C = -1.3; D = -1.4
> C[C@@H]1CCCCO[C@H](CN(C)C(=O)CCCN(C)C)[C@@H](C)CN([C@H](C)CO)C(=O)c2cc(NC(=O)Nc3ccc(F)cc3)ccc2O1
  A = 0.7; B = 17.6; C = 2.2; D = 24.6

Structures listed so far that contain a Cl atom:
Abbreviations – A = KDM4C inh; B = Pf Dd2 inh; C = C diff growth; D = T cruzi growth
> O=C(C[C@H]1CC[C@H]2[C@@H](COC[C@@H](O)CN2CC2CCOCC2)O1)NCc1ccc(Cl)cc1
  A = 1.9; B = -4.7; C = 0.0&-0.2; D = -98.0
> O=C(C[C@H]1CC[C@H]2[C@@H](COC[C@H](O)CN2S(=O)(=O)c2ccc(Cl)cc2)O1)N[C@@H]1CCN(Cc2ccccc2)C1
  A = -1.2; B = -33.3; C = ·; D = 91.2
> O=S(=O)(N[C@H]1CC[C@H](CCn2cc(-c3ccccn3)nn2)O[C@@H]1CO)c1cccc(Cl)c1
  A = -1.3; B = -13.2; C = ·; D = 17.5
> CO[C@@H]1CN(C)C(=O)c2ccc(NS(=O)(=O)c3ccc(Cl)cc3)cc2OC[C@H](C)N(C(=O)NC(C)C)C[C@@H]1C
  A = -0.8; B = -1.7; C = -2.7; D = -11.2
> O=C(NCC[C@@H]1CC[C@H](NC(=O)C2CCCC2)[C@@H](CO)O1)Nc1ccc(Cl)cc1
  A = -1.4; B = -10.7; C = 1.4; D = ·
> C[C@@H]1CN([C@H](C)CO)C(=O)c2cccc(NS(=O)(=O)c3ccc(Cl)cc3)c2O[C@@H]1CN(C)S(=O)(=O)c1cn(C)cn1
  A = 2.7; B = 11.3; C = -6.5; D = -24.6
> C[C@@H]1CCCCO[C@H](CN(C)Cc2ccc(Cl)c(Cl)c2)[C@@H](C)CN([C@@H](C)CO)C(=O)c2cc(NS(=O)(=O)c3ccc(Cl)cc3)ccc2O1
  A = 0.0; B = -59.3; C = 38.0; D = ·
> C[C@H]1CN([C@@H](C)CO)C(=O)Cc2cc(NS(=O)(=O)c3cccs3)ccc2O[C@@H]1CN(C)S(=O)(=O)c1ccc(Cl)cc1
  A = 1.9; B = -18.4; C = 1.2; D = 4.7
